NCI-60 one-dose screen, 48 h, at 10 µM unless noted. Numbers give growth in % (100 = growth as untreated, 0 = no growth, -100 = all killed).
A498 – A498 renal cancer cells; 5.4% of 76,000 active
OVCAR-8 – OVCAR-8 ovarian cancer | AID 1794782 | 4.4% of 81,000 active
CAKI-1 – CAKI-1 renal cancer. 4.7% of 75,000 active. AID 1794772
OVCAR-3 – OVCAR-3 ovarian cancer; 7% of 79,000 active; AID 1794787
OVCAR-5 – OVCAR-5 ovarian cancer; 2.9% of 82,000 active
TK-10 – TK-10 renal cancer cells | 3.9% of 81,000 active | AID 1794769
ACHN – ACHN renal cancer | 4.9% of 81,000 active | AID 1794771
RXF 393 – RXF 393 renal cancer cells. AID 1794773. 6.9% of 77,000 active
* hit, by the source's call; . = not tested or not shown; & = joins results of further samples. How the source made its calls: active means growth percent below 10; inactive means the rest. A portion of the library; count on the stated rates, not on these rows.

The first 4 records, ahead of the listing:
SMILES	A498	OVCAR-8	CAKI-1	OVCAR-3	OVCAR-5	TK-10	ACHN	RXF 393
CCN(C(=O)Nc1ccccc1)c1ccccc1	100	100	96	112	96	108	98	119
CC(CN)[C@@H]1CC[C@]2(CO)CC[C@]3(C)[C@H](CC[C@@H]4[C@@]5(C)CCC(NCCO)C(C)(C)[C@@H]5CC[C@]43C)[C@@H]12 (stereo partly drawn)	87	76	60	53	84	93	95	59
Cc1cc(N)c2cc(NC(=O)/C=C\c3ccccc3Cl)ccc2n1	-88*	-42*	-76*	-90*	-95*	-90*	-85*	-78*
CCn1c(Cn2nc(Cc3ccc([N+](=O)[O-])cc3)c3onc(C)c3c2=O)n[nH]c1=S	86	101	91	108	102	89	94	102

All compounds of this part, from the first entry:
SMILES	A498	OVCAR-8	CAKI-1	OVCAR-3	OVCAR-5	TK-10	ACHN	RXF 393
CCN(C(=O)Nc1ccccc1)c1ccccc1	100	100	96	112	96	108	98	119
CC(CN)[C@@H]1CC[C@]2(CO)CC[C@]3(C)[C@H](CC[C@@H]4[C@@]5(C)CCC(NCCO)C(C)(C)[C@@H]5CC[C@]43C)[C@@H]12 (stereo partly drawn)	87	76	60	53	84	93	95	59
Cc1cc(N)c2cc(NC(=O)/C=C\c3ccccc3Cl)ccc2n1	-88*	-42*	-76*	-90*	-95*	-90*	-85*	-78*
CCn1c(Cn2nc(Cc3ccc([N+](=O)[O-])cc3)c3onc(C)c3c2=O)n[nH]c1=S	86	101	91	108	102	89	94	102
COc1cc2cc(Oc3ccc(NC(=O)Nc4cccc(C(F)(F)F)c4)cc3)c(C)nc2cc1OCCN1CCOCC1	64	25	56	29	109	66	21	62
CN(C)c1ccc(N2C(N)=NC(N)=NC2(C)C)cc1	91	98	98	104	99	99	99	106
Cc1ccc(NC(=O)c2sc3nc(-c4cnccn4)cc(-c4cccs4)c3c2N)cc1	89	100	93	113	112	126	110	116
CC(=O)Oc1ccc(C2OC(c3ccc4ccccc4c3OC(C)=O)=NN2C(C)=O)c(OC(C)=O)c1 (stereo not drawn)	35	8.1*	19	19	63	34	21	1.4*
COc1cc2oc(-c3cccc(NC(=O)[C@H](C)NC(=O)[C@H](C)N)c3)cc(=O)c2c(OC)c1OC	101	102	92	106	105	93	95	100
CCN1C(=O)N(CC)C2C1N=C(SC)N2/N=C/C=C/c1ccccc1OC (stereo not drawn)	15	11	25	-19*	37	47	23	11
O=C(NCCCCCCNC(=O)C1CCCN1C(=O)OCc1ccccc1)C1CCCN1C(=O)OCc1ccccc1 (stereo not drawn)	90	105	89	98	.	110	100	87
CCOC(=O)COc1ccc(NC(=O)C2CCCCC2)cc1	125	104	97	111	113	97	110	103
CCCCc1oc2ccc([N+](=O)[O-])cc2c1C(=O)c1ccc(C#Cc2ccc(CC)cc2)cc1	108	98	86	111	97	105	100	104
CCn1cc(CNc2cc3cc(OC)c(OC)cc3c(C)n2)c(C)n1	49	100	77	103	86	97	100	107
COc1cccc(C2CC(=O)N(c3ccc(F)cc3)C3=C2C(=O)OC3)c1 (stereo not drawn)	83	102	92	110	113	95	112	98
CCOC(=O)/C(=C\n1c(=O)[nH]c(=O)[nH]c1=S)C(=O)c1ccccc1	105	104	95	110	108	112	99	106
O=C1[C@@H]2Cc3c([nH]c4ccccc34)[C@H](c3c(Cl)cccc3Cl)N2C(=O)CN1C1CCN(Cc2ccccc2)CC1	66	48	74	81	63	89	44	56
COc1ccc2c(c1)CCc1c-2nc(N)nc1-c1nc(N)nc2c1CCc1cc(OC)ccc1-2	109	99	90	112	101	112	100	113
N=C(N)c1ccncc1	90	95	102	109	114	91	108	107
O=C1c2ccccc2C(O)(c2ccc(Cl)cc2)c2ccc(Cl)cc21 (stereo not drawn)	74	93	78	99	89	83	74	105

Already shown: an excerpt of the list.
SMILES	A498	OVCAR-8	CAKI-1	OVCAR-3	OVCAR-5	TK-10	ACHN	RXF 393
N=C(N)c1ccncc1	90	95	102	109	114	91	108	107
O=C1c2ccccc2C(O)(c2ccc(Cl)cc2)c2ccc(Cl)cc21 (stereo not drawn)	74	93	78	99	89	83	74	105

(list continues)
SMILES	A498	OVCAR-8	CAKI-1	OVCAR-3	OVCAR-5	TK-10	ACHN	RXF 393
CCCC(C)c1cc([N+](=O)[O-])cc([N+](=O)[O-])c1O (stereo not drawn)	87	100	87	90	96	105	96	106
CCCCCC/C=C\C(=O)OC	94	107	.	123	99	118	107	126
O=C(O)/C(Cc1ccco1)=N\O	104	91	81	.	111	95	102	89
C=C[C@H]1CCC/C=C/[C@@H]2C[C@H](O)C[C@H]2[C@H](O)/C=C/C(=O)O1	-49*	2.6*	-1.9*	-63*	13	-46*	6.0*	-15*
CN1CCN(Cc2ccc(NC(=O)c3cncc(C#Cc4cnc5ccc(O[C@@H]6CCOC6)nn45)c3)cc2C(F)(F)F)CC1	-95*	-60*	-97*	.	-66*	-83*	-100*	-79*
NCCNc1nc2scc(-c3ccccc3)c2c(=O)[nH]1	85	107	97	101	100	103	100	91
Cc1cccc(-c2nc(C(C)C)sc2-c2ccnc(NCCCNS(=O)(=O)c3ccc(Cl)cc3)c2)c1	79	81	85	77	95	80	76	103
O=c1nc(NO)[nH]c(=O)n1Cc1ccccc1	100	104	93	120	101	.	101	95
Cc1c(C(=O)O)nnn1-c1ncc(Cc2ccc(Cl)cc2)s1	106	92	100	103	108	105	109	112
CCOc1ccc(NC(=O)CC2SC(=Nc3ccc(Cl)cc3)NC2=O)cc1 (stereo not drawn)	98	110	101	101	92	116	106	82
Cn1c(SCC(=O)Nc2ccc(-c3nc4ccc([N+](=O)[O-])cc4[nH]3)cc2)nc2ccccc2c1=O	.	78	46	91	96	132	66	73
COc1ccccc1N=Nc1c(O)ccc2cc(S(=O)(=O)O)ccc12	.	93	.	101	103	113	98	104
Cc1ccc(N)cc1CN1C(=O)c2ccccc2C1=O	97	101	105	117	104	88	106	102
CCN(CC)CCCNc1cc(OC)c(OC)c2cccnc12	82	65	52	31	112	99	42	113
CCCOc1cc2c(cc1OCC)[C@@H]1C[C@@H](O)[C@H](O)[C@H](O)[C@H]1NC2=O	115	104	96	112	105	99	107	109
CC(C)CC(NC(=O)CN)C(N)=O (stereo not drawn)	108	105	88	126	104	94	102	109
C=CCn1cc(/C=N\N=C2\C(=O)Nc3ccccc32)c2ccccc21	116	86	90	79	112	118	100	110
CC(=O)CC(=O)NC1CCCCC1	104	104	100	118	101	95	101	142
Cc1nn(-c2ccccc2)c2nc3nc(Cc4ccccc4)[nH]c(=O)c3c(-c3ccc(Cl)cc3)c12	109	82	93	114	101	119	98	104
Cc1nc(Nc2nc(-c3ccccn3)nc(C(Cl)(Cl)Cl)n2)sc1C	87	61	78	96	103	143	65	100

Arranged by molar mass (high to low): 3 of the compounds above
SMILES	A498	OVCAR-8	CAKI-1	OVCAR-3	OVCAR-5	TK-10	ACHN	RXF 393
Cc1cccc(-c2nc(C(C)C)sc2-c2ccnc(NCCCNS(=O)(=O)c3ccc(Cl)cc3)c2)c1	79	81	85	77	95	80	76	103
CCCOc1cc2c(cc1OCC)[C@@H]1C[C@@H](O)[C@H](O)[C@H](O)[C@H]1NC2=O	115	104	96	112	105	99	107	109
CC(=O)CC(=O)NC1CCCCC1	104	104	100	118	101	95	101	142

Next compounds follow.
SMILES	A498	OVCAR-8	CAKI-1	OVCAR-3	OVCAR-5	TK-10	ACHN	RXF 393
NS(=O)(=O)c1ccc(NC(=S)NC(=O)c2ccc(Cl)cc2)cc1	108	91	95	99	101	104	101	97
CCC(=O)N1C/C(=C/c2ccc(OC)cc2)C(=O)/C(=C/c2ccc(OC)cc2)C1	83	11	13	-6.5*	96	70	28	-67*
COC(=O)C(N)CSCc1ccccc1 (stereo not drawn)	124	98	103	105	102	89	103	107
COc1nccc2c(Nc3ccc(S(=O)(=O)Nc4cnc5ccccc5n4)cc3)nc(N)nc12	106	92	88	98	103	91	90	99
Cc1ccc(Cl)cc1NS(=O)(=O)c1ccccc1	104&89	102&95	94&77	110&109	97&101	112&103	102&105	117&98
COc1ccc(C2C3=C(COC3=O)N(CCO)c3cc4c(cc32)OCO4)cc1 (stereo not drawn)	101	88	106	100	104	97	105	108
COc1ccc2sc3c(NCCCNCCO)nc4ccccc4c3c(=O)c2c1	38	55	44	0.9*	84	75	58	52
CCCc1cc(NC)nc(SCC)n1	.	109	95	108	98	110	105	109
O=S(=O)(NC1c2ccccc2CC1O)c1ccc(Cl)c(Cl)c1 (stereo not drawn)	84	102	87	112	103	125	98	101
CCn1cc(-c2ccnc(NCCNS(=O)(=O)c3ccc(Cl)cc3)c2)c(-c2cccc(O)c2)n1	113	94	102	113	128	113	103	125
CC(=O)O	93	106	95	115	110	103	104	107
COc1ccc2c(c1)CC/C(=C\c1ccccn1)C2=O	117	101	88	98	92	83	93	110
Cc1nc2sc(C(=O)Nc3cccc4cccnc34)c(N)c2cc1C(C)O (stereo not drawn)	.	106	95	115	107	127	103	113
COc1cccc2c1C(=O)OC2=O	86	109	74	102	78	102	103	101
CC(=O)Nc1ccc(C(=O)COc2ccc(/C=C3\CCc4ccccc4C3=O)cc2)cc1	66	99	95	111	101	112	103	.
Nc1nc(N)c2c(n1)NC(c1sc(Cl)nc1Cl)CC(c1ccc(Cl)cc1)=N2 (stereo not drawn)	75	76	66	82	92	96	81	60
Clc1c(Cl)c2ccccc2c2ccccc12	73	99	101	104	107	107	104	101
COc1ccc(C=Nc2c(C(=O)Nc3cccc(Cl)c3C)sc3nc(C)c(C(=O)/C=C/c4ccc(OC)cc4)cc23)cc1	-4.8*	21	24	4.9*	31	37	36	-44*
CCc1cccc(CC)c1NC(=O)c1sc2nc3c(cc2c1N)CCCC3	40	85	65	55	95	91	72	82
CCCCCN(C(=O)CCC)c1ccccc1	69	99	97	112	104	97	107	105
Fc1ccc2c(CN3CCO[C@H](COc4cccc(F)n4)C3)c[nH]c2c1	106	95	86	110	99	97	99	110
C/C=C/C=C/C=C\CC/C=C/C(=O)NCC(C)(C)O	102	97	.	100	117	114	112	128
Cc1ccc(-c2csc(N/N=C/c3nc4ccccc4n3C3CC3)n2)cc1	78	19	78	.	105	141	1.3*	72
CC1SC(c2cccc(O)c2)N(NC(=O)CCC(=O)c2nc3ncccc3[nH]2)C1=O (stereo not drawn)	68	97	80	99	110	116	97	89
N#Cc1cn(-c2ncc(C(N)=O)c(N)n2)nc1-c1ccc(Cl)cc1	69	96	.	91	107	59	79	77
COc1ccc(-c2cc(NC(=O)Nc3cccc(C(C)=O)c3)no2)cc1	78	102	99	110	99	95	105	99
COc1ccccc1NC(=O)COc1cc(O)c2c(=O)cc(-c3ccccc3)oc2c1	114	94	95	117	106	107	96	114
Cc1ccc(NC(=O)Nc2cccc(Cl)c2)cc1F	91	103	90	108	98	102	71	96
CCC(C)c1c(N)[nH]oc1=O (stereo not drawn)	109	98	100	112	94	105	95	115
CNC1=C([N+](=O)[O-])C(c2ccc(F)cc2)C(C#N)=C(c2cccs2)O1 (stereo not drawn)	108	102	98	104	111	115	108	106
CC(CN1CCCCC1)SSC(C)CN1CCCCC1 (stereo not drawn)	.	100	107	107	88	113	95	100

High-throughput results: PubChem BioAssay, NCI
